# Assay outcomes (PubChem)
# TRPV1 agonist: HTS Assay for Compounds that Act as Agonists of the Vanilloid Receptor 1. Transient receptor potential cation channel subfamily V member 1 (Homo sapiens), Q8NER1. TRPV1-expressing cells, Fluo-8 calcium influx, agonist mode. activation, % at 8.33 µM. 320,000 tested, 0.19% active. AID 540275, 2011; in the data active = activation above about 80%; inconclusive = between about 30% and that limit; note: 0% is about no effect
#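 Cells expressing TRPV1 were dye-loaded with Fluo-8 and read kinetically: 10 s baseline, 3 min after compound (agonist portion), then 2 min after EC20 capsaicin (allosteric enhancer portion). Calcium-bound dye fluorescence at 480/520 nm.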
# TSG101-PTAP inh: qHTS Assay for Iinhibitors of HIV-1 Budding by Blocking the Interaction of PTAP/TSG101 | Fluorescence polarization, FITC-PTAP peptide / Tsg101 binding | Potency, µM (titrated, usually from 115 µM), inactives show at the top dose activity change, negative = inhibition, usual class: inhibitors | 340,000 tested, under 10 active | AID 493005, 2010; active = well fitted inhibition curve with a large enough effect in the main read-out, with a control signal flat, not every such curve was filed as active; inconclusive = small, poorly fitted or top-dose-only effect, or effect the other way, or a change in a side signal; inactive = no such curve, though single readings can be large or run the other way; note: potency is the fitted concentration of half-maximal effect; % of control where 0% means no effect
#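 Fluorescence polarization binding of Tsg101 binding domain (10 uM final) to FITC-labeled PTAP peptide (50 nM final) in HEPES pH 7.5 buffer with NaCl, Tween 20, EDTA, TCEP. Compounds added before peptide; binding 20 min at RT.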
# BRCA1 expr act: qHTS Assay to Identify Small Molecule Activators of BRCA1 Expression; Potency, µM (highest dose often 46.1 µM), inactives show at the top dose activation, usual class: activators; MCF7-BRCA1-FFLuc reporter, luminescence, 48 h; response scale: scaled: vehicle 0%, 10 µM genistein 100%; AID 624202, 2012; 380,000 tested, 1.1% active; note: potency is the fitted concentration of half-maximal effect; nearly all actives have a fitted effect of over 80% in size; some results filed as inactive show a strong effect at the top dose
#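 First, MCF7-BRCA1-FFLuc cells (2000/well) attach for 2 h; next, compounds are pin-added and incubated 48 h at 37 °C; finally, luciferase reagent is added and luminescence read after 15 min.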
# p53 reactivation: qHTS assay for re-activators of p53 using a Luc reporter; H1299 p53-A138V BP100-luciferase reporter, luminescence, 24 h; Potency, µM (titrated, usually from 92.2 µM), for the others: top-dose activity change, positive = activation, actives largely listed as activators; 320,000 tested, 0.063% active; AID 504706, 2011; note: potency is the fitted concentration of half-maximal effect; % of control where 0% means no effect; nearly all actives have a fitted effect of over 45% in size
#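 p53-null H1299 cells stably carrying temperature-sensitive p53-A138V and a BP100-luciferase reporter were pinned with compounds (4-point, 1:5 series) and held 24 hrs at 37 deg C. Luminescence was read 10 min after detection reagent.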
# Eya2 inh: qHTS Assay for Inhibitors of the Phosphatase Activity of Eya2. Protein phosphatase EYA2 (Homo sapiens), O00167. recombinant Eya2, OMFP fluorescence dephosphorylation (OMFP is methylfluorescein phosphate). Potency, µM (series often up to 76.9 µM), inactives show at the highest dose activity, negative = inhibition, hits mostly inhibitors. 330,000 tested, 0.006% active. AID 488837, 2010; note: potency is the fitted concentration of half-maximal effect; % is set by controls: 0 for no effect and ±100 for the full control effect
# Target sequence (O00167 whole entry, looked up): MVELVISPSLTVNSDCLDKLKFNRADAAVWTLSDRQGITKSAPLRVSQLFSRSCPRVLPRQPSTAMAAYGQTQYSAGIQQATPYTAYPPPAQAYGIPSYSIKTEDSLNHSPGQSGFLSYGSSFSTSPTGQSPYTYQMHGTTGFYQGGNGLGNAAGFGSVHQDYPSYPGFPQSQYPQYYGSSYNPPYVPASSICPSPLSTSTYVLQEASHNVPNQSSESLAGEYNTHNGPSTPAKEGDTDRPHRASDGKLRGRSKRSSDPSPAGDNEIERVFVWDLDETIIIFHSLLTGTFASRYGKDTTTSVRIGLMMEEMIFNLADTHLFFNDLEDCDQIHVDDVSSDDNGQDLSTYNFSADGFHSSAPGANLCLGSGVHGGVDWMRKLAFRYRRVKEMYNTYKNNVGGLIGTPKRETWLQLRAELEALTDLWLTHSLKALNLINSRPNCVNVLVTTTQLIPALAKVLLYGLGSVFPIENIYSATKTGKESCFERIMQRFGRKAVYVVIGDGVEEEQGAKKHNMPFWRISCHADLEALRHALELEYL
#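 Eya2 protein (added as 0.2 uM solution) was preincubated with compound for 10 min at ambient temperature in 50 mM HEPES pH 7.5, 50 mM NaCl, 5 uM MgCl2, 0.05% BSA, 1 mM DTT. OMFP (added at 50 uM) then reacted 10 min; fluorescence read at 485/525 nm.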
# ELG1 genotoxic: qHTS screen for small molecules that induce genotoxicity in human embryonic kidney (HEK293T) cells expressing luciferase-tagged ELG1 | Potency, µM (titrated, usually from 46 µM), inactives show top-dose activity change, positive = activation, hits mostly activators | HEK293T ELG1-luciferase reporter, luminescence, 16 h | 330,000 tested, 1.3% active; note: potency is the fitted concentration of half-maximal effect; % of control where 0% means no effect; nearly all actives have a fitted effect of over 60% in size
#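 Genotoxicity was scored as increased ELG1-luciferase reporter signal, measured by ONE-Glo luminescence (30 min, room temperature). Compound or vehicle exposure of the HEK293T reporter cells lasted 16 hr at 37°C.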
# B2AR arrestin: qHTS assay of beta-arrestin-biased ligands of beta2-adrenergic receptor | Potency, µM (doses to about 46.1 µM), inactives show top-dose activation, hits mostly activators | AID 492947, 2010 | 330,000 tested, 0.02% active | beta-arrestin recruitment to beta2AR, cell-based reporter | Beta-2 adrenergic receptor (Homo sapiens), P07550;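 note: potency is the fitted concentration of half-maximal effect; 0% = DMSO controls and full agonism = EC100 isoproterenol or metaproterenol; nearly all actives have a fitted effect of over 65% in size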
# Target sequence (P07550 whole entry, looked up): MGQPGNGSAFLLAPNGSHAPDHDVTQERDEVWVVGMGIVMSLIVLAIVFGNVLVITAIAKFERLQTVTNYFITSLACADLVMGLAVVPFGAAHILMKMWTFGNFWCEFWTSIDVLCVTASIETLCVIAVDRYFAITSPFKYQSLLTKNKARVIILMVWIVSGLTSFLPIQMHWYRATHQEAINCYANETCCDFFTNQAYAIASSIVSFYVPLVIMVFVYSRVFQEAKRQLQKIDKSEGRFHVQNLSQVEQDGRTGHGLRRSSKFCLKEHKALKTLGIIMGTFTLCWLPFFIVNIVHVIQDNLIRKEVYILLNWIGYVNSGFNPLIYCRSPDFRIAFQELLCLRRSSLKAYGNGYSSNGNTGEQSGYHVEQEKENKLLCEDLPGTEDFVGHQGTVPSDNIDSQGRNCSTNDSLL
# a7 integrin act: qHTS for Activators of Integrin-Mediated Alleviation for Muscular Dystrophy; alpha7betagal myoblasts, beta-gal FDG fluorescence, 48 h; 350,000 tested, 0.064% active; Potency, µM (highest dose often 38.3 µM), without a hit: at the highest dose activation, hits mostly activators; AID 624291, 2012;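 note: potency is the fitted concentration of half-maximal effect; 100% = response of the positive control SU9516; nearly all actives have a fitted effect of over 60% in size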
#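 alpha7betagal+/- myoblasts (passage 13, 250/well) treated 48 h at 37C with compounds at 1:260 dilution of DMSO stock. Lysed, then beta-galactosidase activity read as FDG fluorescence (ex 480/em 540) after 30 min, with pre-read for autofluorescence.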
# S-ASM inh: Inhibitors of Secretory Acid Sphingomyelinase (S-ASM): qHTS. placental ASM, HMU-PC fluorogenic substrate, 60 min. 340,000 tested, 0.006% active. Sphingomyelin phosphodiesterase (Homo sapiens), P17405. Potency, µM (titrated, usually from 57.5 µM), for inactives: top-dose activity change, negative = inhibition, actives largely listed as inhibitors; note: potency is the fitted concentration of half-maximal effect
#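 HMU-PC0 cleavage (9 uM final) by human placental ASM, 60 min at 37 °C following 10 min compound exposure at RT; stopped at pH 10, fluorescence Ex 386/Em 447 nm.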
# uPA generation: qHTS for Inhibitors of Cell Surface uPA Generation; cell surface uPA generation assay, qHTS; Potency, µM (titrated, usually from 38.3 µM), without a hit: at the highest dose activity change, negative = inhibition, most hits filed as inhibitors; 330,000 tested, 0.31% active; AID 540303, 2011; active = well fitted inhibition curve with a large enough effect; inconclusive = small, poorly fitted or top-dose-only effect; inactive = no such curve, though single readings can be large or run the other way; tested in mouse RAW 264.7 cells; note: potency is the fitted concentration of half-maximal effect; % is set by controls: 0 for no effect and ±100 for the full control effect; nearly all actives have a fitted effect of over 55% in size
# USP2a block: qHTS Assay for Inhibitors of Ubiquitin-specific Protease USP2a Using CHOP2 as the Reporter; Ubiquitin carboxyl-terminal hydrolase 2 (Homo sapiens), O75604; USP2 core, Ub-CHOP2 coupled fluorogenic reporter, 485/531; Potency, µM (titrated, usually from 38.3 µM), without a hit: top-dose activity change, negative = inhibition, hits mostly inhibitors; 330,000 tested, 0.01% active; AID 463254, 2010;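 note: potency is the fitted concentration of half-maximal effect; plate controls were DMSO wells for no effect and full inhibition by NEM control for full effect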
#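 Cell-free coupled assay: 10nM USP2 core preincubated 30min RT with compound in Tris-HCl pH 8.0/CaCl2/CHAPS buffer, then 25nM Ub-CHOP2 and 25nM reporter substrate; fluorescence (Ex 485/Em 531) read after 60min RT, normalized to NEM inhibition, concentration-response curves fitted.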
# Active calls of the source: *; u = inconclusive; x = not tested or not shown. Unless noted, calls come from the whole dose curve; as a rule, active = well fitted curve in the direction sought with a large enough effect; inconclusive = small, poorly fitted or top-dose-only effect, or another doubt; inactive = no such curve, though single readings can be large; an effect the other way counts as inactive or inconclusive.
SMILES,TRPV1 agonist,TSG101-PTAP inh,BRCA1 expr act,p53 reactivation,Eya2 inh,ELG1 genotoxic,B2AR arrestin,a7 integrin act,S-ASM inh,uPA generation,USP2a block
CC(C)CNS(=O)(=O)c1ccc(OCC(=O)Nc2ccc3c(c2)OCCO3)cc1,1,2%,15%,0%,-8%,-2%,-0.4%,23%,0%,5%,3%
O=C(CSc1nnc2ccc(-c3ccncc3)nn12)c1cccs1,1,-6%,0%,1%,7%,4%,0.0%,-10%,3%,2%,-1%
Cc1cc(=O)n2nc(N3CCCC(C(=O)NC4CCC(C)CC4)C3)sc2n1 (stereo not given),-3,-6%,7%,-2%,8%,-1%,0.3%,-1%,0%,4%,2%
CCN(CC)C(=O)C1CCN(Cc2cn(C)nc2-c2ccc(Oc3ccccc3)cc2)CC1,6,0%,-10%,-1%,-4%,-1%,6.3%,-24%,-1%,-13%,-1%
COc1ccc(-c2nnn(CC(=O)Nc3ccc4c(c3)OCCO4)n2)cc1OC,2,-10%,11%,u,-2%,14%,-0.2%,7%,-1%,-1%,0%
COc1ccc(S(=O)(=O)N2CCOCC2)cc1NC(=O)CSc1cccc[n+]1[O-],5,-2%,-2%,0%,2%,2%,-0.5%,u,5%,5%,1%
Cc1onc(C(=O)/C=C/N(C)C)c1C(=O)Nc1nccs1,-3,-8%,-9%,2%,6%,1%,0.0%,20%,0%,1%,-2%
COc1ccccc1C1C(C(=O)c2cc3ccccc3o2)=C(O)C(=O)N1CCN(C)C (stereo not given),-1,-2%,-38%,4%,-4%,2%,0.5%,-21%,-9%,5%,0%
O=C(CS(=O)(=O)Cc1ccccc1)Nc1ccccc1Cl,3,0%,32%,19%,5%,4%,0.4%,-6%,2%,4%,-1%
O=C(NCCC1=CCCCC1)C1CCN(S(=O)(=O)N2CCCC2)CC1,2,-2%,3%,-1%,-13%,3%,-0.8%,-7%,1%,7%,4%
CS(=O)(=O)c1ccc(C(=O)N2CCN(Cc3ccccc3)CC2)cc1,-6,1%,8%,-2%,1%,-4%,0.0%,-5%,-2%,3%,-1%
CCc1nnc(NC(=O)CSc2nnc(C(C)NC(=O)c3ccccc3F)n2C)s1 (stereo not given),-4,-1%,-2%,0%,-6%,-1%,-0.6%,-30%,-1%,-10%,1%
Cc1cc(C)c(C)c(S(=O)(=O)NCC(=O)N2CCCC2)c1C,4,x,-14%,-4%,-27%,0%,-0.8%,9%,0%,3%,3%
CC(OC(=O)c1cccc(S(=O)(=O)Nc2cccc(C(F)(F)F)c2)c1)C(=O)Nc1ccc2c(c1)OCCO2 (stereo not given),-2,-6%,70%,11%,-8%,-6%,0.2%,26%,-16%,0%,-9%
COC(=O)c1cccc(-n2sc3ccccc3c2=O)c1,12,-3%,63%,u,-14%,13%,-0.5%,-40%,-4%,-25%,0%
CC(C)n1nc(C(=O)Nc2nnc(SCc3c(Cl)cccc3Cl)s2)c2ccccc2c1=O,2,-3%,-32%,8%,3%,-18%,-0.6%,-37%,-7%,4%,4%
CCN(C1=NS(=O)(=O)c2ccccc21)N(CC)S(=O)(=O)c1ccc(C)cc1,-3,1%,-34%,-2%,4%,-1%,1.0%,-12%,-1%,3%,3%
CCOc1ccc2nc(N3CCCC(C(=O)NC4CCCC4)C3)sc2c1 (stereo not given),11,-9%,66%,u,7%,-6%,-0.3%,21%,-11%,1%,-2%
CCCc1c(C(=O)N/N=C/c2cccc3ccccc23)nnn1-c1nonc1N,0,2%,-28%,-6%,0%,2%,-1.0%,-39%,14%,-2%,1%
CCn1c(SCC(=O)N(C)C2CCS(=O)(=O)C2)nnc1-c1ccccc1 (stereo not given),2,-3%,9%,23%,-8%,0%,0.1%,0%,2%,3%,-4%
C=CC[C@H](CC(=O)OC(C)(C)C)C(=O)OC[C@H]1CCCN1C(=O)[C@@H](CC=C)CC(=O)N(CCO)Cc1ccccc1,x,-10%,0%,0%,3%,-1%,8.9%,-27%,0%,2%,-6%
O=C(CN1CCN(c2ccccc2)CC1)N1N=CCC1c1ccccc1 (stereo not given),x,-3%,-4%,-1%,3%,0%,5.1%,8%,2%,0%,1%
O=C(NC1CC1)C1=C[C@@H](c2coc3ccccc3c2=O)C[C@@H](OCc2ccc(CO)cc2)O1,1,-3%,8%,-3%,6%,1%,-0.9%,38%,21%,-2%,1%
O=C(Nc1ccccc1)N1CCc2c([nH]c3ccccc23)C1C(F)(F)F (stereo not given),23,-1%,-38%,-6%,-8%,-8%,-0.4%,23%,-18%,1%,5%
CC(C)NC(=O)CN(c1cccc([N+](=O)[O-])c1)S(=O)(=O)c1ccccc1,3,-3%,13%,30%,9%,-2%,-0.2%,-13%,2%,-2%,-2%
CCOC(=O)c1cccc(NC(=O)CCS(=O)(=O)c2cccs2)c1,10,-3%,8%,1%,-4%,0%,-0.7%,14%,0%,2%,3%
O=C(Cn1cccn1)N1CCCC(N2CCN(Cc3ccc4c(c3)OCO4)CC2)C1 (stereo not given),1,-2%,0%,13%,3%,2%,0.2%,9%,-1%,1%,4%
COc1ccc(C(=O)Nc2ccnc(-c3cccnc3)n2)cc1,1,-3%,-12%,u,2%,0%,0.0%,-33%,0%,6%,0%
O=C(CN1C(=O)CCS(=O)(=O)c2ccccc21)NCc1ccc(F)cc1,1,-2%,38%,24%,3%,0%,-0.4%,20%,2%,5%,-2%
CCn1nc(C)c(CN2CCCCC2C(=O)Nc2ccc(Oc3cccnc3)cc2)c1C (stereo not given),1,0%,-17%,-5%,4%,-6%,0.0%,-13%,4%,-1%,1%

# Reprinted at random: two compounds from above.
SMILES,TRPV1 agonist,TSG101-PTAP inh,BRCA1 expr act,p53 reactivation,Eya2 inh,ELG1 genotoxic,B2AR arrestin,a7 integrin act,S-ASM inh,uPA generation,USP2a block
O=C(Nc1ccccc1)N1CCc2c([nH]c3ccccc23)C1C(F)(F)F (stereo not given),23,-1%,-38%,-6%,-8%,-8%,-0.4%,23%,-18%,1%,5%
O=C(NC1CC1)C1=C[C@@H](c2coc3ccccc3c2=O)C[C@@H](OCc2ccc(CO)cc2)O1,1,-3%,8%,-3%,6%,1%,-0.9%,38%,21%,-2%,1%

# Next compounds.
SMILES,TRPV1 agonist,TSG101-PTAP inh,BRCA1 expr act,p53 reactivation,Eya2 inh,ELG1 genotoxic,B2AR arrestin,a7 integrin act,S-ASM inh,uPA generation,USP2a block
O=C(COC(=O)c1ccc(NS(=O)(=O)c2cccs2)cc1O)Nc1nc2ccccc2s1,0,2%,-3%,-5%,7%,-6%,-0.7%,u,-23%,-4%,-2%
O=S1(=O)c2ccccc2OC(COCc2ccccc2)CN1C1CC1 (stereo not given),x,-4%,-6%,10%,6%,2%,-0.1%,23%,4%,-21%,4%
Cc1ccc(C(=O)N=c2sccn2C)cc1S(=O)(=O)N1CCOCC1,4,-1%,u,u,-6%,u,u,4%,0%,u,1%
Cc1ccc(S(=O)(=O)Nc2nc3ccc(S(C)(=O)=O)cc3s2)cc1,-1,-4%,4%,-4%,22%,1%,-0.3%,7%,5%,-4%,-2%
COc1cc(NC(=O)c2ccc(OC)c([N+](=O)[O-])c2)ccc1NC(=O)c1cccs1,-2,-1%,-15%,-5%,-4%,6%,-1.0%,13%,-5%,2%,2%
O=C(COc1ccc(/C=N/NC(=O)c2ccccc2Br)cc1)Nc1ccccc1,-1,-1%,-1%,x,10%,1%,-0.7%,6%,-2%,1%,-2%
CC(=O)c1cccc(NC(=O)c2cccc(NC(=O)c3ccco3)c2)c1,-7,5%,-18%,x,7%,-3%,-1.0%,24%,-2%,-3%,0%
Cc1sc2nc(C3CC3)nc(N3CCN(S(=O)(=O)c4ccc(F)cc4)CC3)c2c1C,5,0%,7%,-4%,4%,-2%,-0.9%,66%,-3%,4%,1%
